Assay outcomes deposited in PubChem by several laboratories.
RSV CPE inhibition: RSV antiviral activity via CPE protection, HEp-2 cells, primary 10 µM value included (AID 2391); one-dose CPE inhibition, % at 10 µM; IC50 in µM for titrated hits; HEp-2 cells, RSV-induced CPE inhibition; higher % means a stronger effect; hit rate 0.13% among 310,000; in the data active = a potency from the dose series; inconclusive = CPE inhibition mostly from about 23% at the one dose, without a potency; inactive = the rest, 99 in 100 with CPE inhibition below about 21%; also: strong numbers were not always called active
Autophagy HCS: alters autophagy in cells | MEF GFP-LC3 puncta imaging; test concentration mostly 10 µM | calls only at 10 µM (by protocol) | hit rate 0.98% among 190,000;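 active = percentage of spot-positive cells more than 3 SD above its plate mean, without a fluorescence outlier flag or 80% toxicity; inconclusive = no clear call, values can overlap the other calls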;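 also: spot-positive cell cutoff set from DMSO-treated cells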
NS5 inhibitors: Dengue-2 NS5 methyltransferase inhibitors, primary screen, biochemical, confirmation dose response (AID 588689) | Dengue-2 NS5 methyltransferase capping enzyme assay, biochemical; higher % means a stronger effect | inhibition, % at 25 µM, or IC50 in µM where a hit was titrated | hit rate 0.3% among 340,000; in the data active = a potency from the dose series; inconclusive = inhibition above about 29% without an active follow-up result
LYP inhibition: inhibitors of LYP phosphatase, biochemical, fluorescence intensity, uHTS (AID 1779); recombinant LYP phosphatase, fluorescence intensity; higher % means a stronger effect; inhibition, % at 11.5 µM; hits with a dose series show IC50 in µM; hit rate 0.054% among 290,000; in the data active = inhibition above about 50%;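 also: plate controls were vehicle with enzyme for no effect and no enzyme for full effect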
UTI89 phage lysis: protection from phage-mediated lysis, alamar blue read-out – E. coli UTI89, K1F phage, bacterial capsule biogenesis inhibitors (AID 488966) | E. coli UTI89 K1F phage lysis, alamar blue, 2 h; higher % means a stronger effect | inhibition, % at 100 µM; hits with a dose series show IC50 in µM | hit rate 0.02% among 340,000;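 active = phage lysis inhibition, versus mean bacterial control, above a set limit; inconclusive = no clear call, values can overlap the other calls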;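 also: capsule biogenesis inhibitors block K1F phage lysis so surviving cells raise fluorescence; higher fluorescence means more inhibition of phage lysis; actives were called in the ten point dose series up to 300 µM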
AID2073: inhibitors of Mint1-CaV2.2 protein interaction, biochemical, HTRF (AID 2073); HTRF protein-protein interaction, Mint1-CaV2.2; higher % means a stronger effect; inhibition, % at 20 µM; hits with a dose series show IC50 in µM; hit rate 0.19% among 290,000; in the data active = inhibition mostly above about 51%, no sharp cut-off; inconclusive = no clear call, values can overlap the other calls; inactive = mostly below about 53%; also: some results filed as inactive read as strong as hits
NTR1 agonist: agonists of NTR1, primary screen, imaging, U2OS cells, beta-arrestin-GFP, high content (AID 493036). NTR1-U2OS beta-arrestin-GFP spot imaging, agonist mode. activation, % at 20 µM. hit rate 0.17% among 330,000;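 active = activation at or above 40% of the spot to cytoplasm intensity ratio, with at least 20 cells analyzed; inconclusive = wells under 20 cells, flagged as cytotoxic or low count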;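 also: 0% = DMSO without peptide and 100% = 100 nM NTR1 peptide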
Target sequence (P30989 whole entry, looked up): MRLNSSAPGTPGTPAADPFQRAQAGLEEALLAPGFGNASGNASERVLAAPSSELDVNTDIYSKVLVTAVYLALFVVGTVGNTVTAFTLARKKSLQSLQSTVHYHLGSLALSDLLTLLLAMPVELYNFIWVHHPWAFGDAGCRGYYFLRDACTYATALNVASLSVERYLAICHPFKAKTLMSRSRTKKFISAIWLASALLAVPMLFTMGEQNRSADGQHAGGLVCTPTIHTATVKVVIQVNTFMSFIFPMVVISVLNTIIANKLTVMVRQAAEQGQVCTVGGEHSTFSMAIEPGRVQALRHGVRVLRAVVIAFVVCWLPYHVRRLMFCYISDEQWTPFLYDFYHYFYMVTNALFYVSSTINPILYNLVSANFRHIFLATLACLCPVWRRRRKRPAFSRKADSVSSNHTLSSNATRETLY
GPR35 arrestin U2OS: inhibition of zaprinast-stimulated GPR35 beta-arrestin translocation – imaging, U2OS, beta-arrestin-GFP, zaprinast agonist, primary screen (AID 2058); U2OS GPR35 beta-arrestin-GFP translocation imaging, zaprinast antagonism; higher % means a stronger effect; inhibition, % at 10 µM; hits with a dose series show IC50 in µM; hit rate 0.052% among 290,000;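 active = inhibition of at least 50% with at least 30 cells and total cytoplasm GFP at most 10,000,000; inconclusive = under 30 cells or total GFP of 10,000,000 plus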
WT yeast gro inh: growth inhibition of WT yeast, mitochondrial fusion screen; mitochondrial fusion phenotypic screen, WT strain; inhibition, % at 10 µM; hit rate 2.1% among 190,000; AID 1362; in the data active = inhibition above about 58%; tested in S. cerevisiae
WT yeast gro inh mutant strain: recorded beside WT yeast gro inh, whose call it bears; inhibition, %; mitochondrial fusion phenotypic screen, mutant strain inhibition
Autophagy HCS cell loss 18 h: also measured in Autophagy HCS; calls as there; toxicity, %; measured here: cell loss, nuclei count;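 cell loss after 18 h compound exposure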
NTR1 agonist cell count 20 µM: also measured in NTR1 agonist; calls as there; cell count; measured here: cell count, cytotoxicity flag
NS5 inhibitors pilot replicate: second read-out of NS5 inhibitors, no call of its own (marks repeat the call); inhibition, %; measured here: pilot screen replicate inhibition
Numbers without * were called inactive; i = inactive; u = inconclusive; x = no result given; [ ] = dose if it differs, or a comment.

SMILES	RSV CPE inhibition	Autophagy HCS	Autophagy HCS cell loss 18 h	NS5 inhibitors	LYP inhibition	UTI89 phage lysis	AID2073	NTR1 agonist	NTR1 agonist cell count 20 µM	GPR35 arrestin U2OS	WT yeast gro inh	WT yeast gro inh mutant strain	others
COc1cc(NC(=O)c2cccc(C)c2)c(OC)cc1NC(=O)CN1CCOCC1	-2.2%	i	-5.6	0.0%	-2.0%	-0.1%	4.1%	1.9	39	-11.2%	4.4	-3.9
Cc1nn(C)c(C)c1NC(=O)CCl	4.7%	i	14.1	5.7%	-1.6%	3.3%	10.9%	2.4	59	4.1%	2.4	4.4
COc1cccc(C(=O)Nc2cc3c(cc2C(C)=O)OCCO3)c1	4.6%	i	9.5	3.9%	-4.7%	0.5%	21.8%	6.9	52	-20.4%	8.7	-1.0
Cc1cc(C)cc(N2C(=O)C3NN=C(C(=O)OCc4ccccc4)C3C2=O)c1 (centres undefined)	1.2%	i	-24.0	2.6%	-0.6%	0.3%[50 µM]	-1.5%	-0.2	77	-13.8%	-2.3	-16.9
CSc1ccccc1NC(=O)c1cc2c(=O)n3ccccc3nc2s1	1.0%	x	x	-3.2%	-13.0%	0.9%[50 µM]	10.8%	3.0	90	0.5%	x	x
O=S(=O)(c1ccc(Cl)cc1)N1CCN(S(=O)(=O)N2CCCCCC2)CC1	1.0%	i	15.6	3.0%	-6.4%	0.3%	2.2%	1.1	20	18.0%	-17.0	0.3
Oc1[nH]c2ccccc2c1C=NCC1CCCO1 (centres undefined)	3.8%	i	-8.0	-1.1%	6.1%	3.1%	-5.0%	-1.0	89	0.7%	6.5	-4.7
Cc1cc([N+](=O)[O-])cc2c1NC(=O)C2(O)N1CCOCC1 (centres undefined)	1.5%	i	-8.8	-3.6%	1.0%	1.7%	3.0%	1.9	90	13.3%	-20.1	0.3
COc1ccc(C2(C(N)=O)CCCCC2)cc1OC	2.9%	i	11.1	7.0%	-8.0%	-0.1%	-1.9%	-1.3	44	18.1%	-26.8	-18.2
O=C(CCCc1cccs1)Nc1nccs1	3.5%	i	-6.5	-7.0%	7.4%	0.0%	35.9%	0.4	38	3.9%	8.1	8.3
Cc1ccc(NC(=O)CN(C)C(=O)c2cc(C)on2)cc1	1.7%	x	x	-10.7%	x	0.7%[50 µM]	x	-1.0	53	x	x	x
Cc1oc(-c2cc(Cl)cc(Cl)c2)cc1C(=O)NCCc1ccccc1	10.0%	i	7.2	-7.4%	-2.7%	4.8%	9.8%	1.8	53	-2.1%	52.0	21.9
Cc1onc(-c2ccccc2Cl)c1C(=O)OCN1C(=O)c2ccccc2C1=O	-1.6%	i	-10.9	-2.7%	-4.0%	-0.6%	15.3%	-1.6	30	-30.5%	0.4	-7.4
CC1(N(O)C=C2C=CC(=O)C=C2)CCCCC1=O (centres undefined)	-0.5%	x	x	3.5%	0.7%	0.3%	-5.8%	0.7	51	4.7%	x	x
NC(=O)Nc1ccc(C(=O)N2CCN(S(=O)(=O)Cc3ccccc3)CC2)cc1	-0.2%	x	x	3.3%	x	0.7%[50 µM]	x	0.3	63	x	x	x
CCOCc1nc(C)c(Cl)c(NS(=O)(=O)c2ccc(N)cc2)n1	0.7%	i	13.9	15.6%	-6.0%	0.5%	-8.2%	-0.5	39	0.2%	x	x
Cc1nnc(NC(=O)C2CSC3(C)CCC(=O)N23)s1 (centres undefined)	1.1%	x	x	0.0%	x	0.9%[50 µM]	x	0.1	73	x	x	x
CCC[n+]1cn(/C(C(=S)Nc2cccc(Cl)c2C)=C(/[O-])c2ccc(OC)c(OC)c2)c2ccccc21	-0.5%	i	3.9	-13.5%	2.9%	0.4%	10.2%	-0.4	30	-0.8%	-13.2	9.2
Cc1csc2c(N3CCN(C(=O)NC(C)(C)C)CC3)ncnc12	4.6%	x	x	-6.2%	-5.4%	-0.8%	3.2%	0.7	60	-9.5%	x	x
O=C(O)c1ccc(CSc2ncn[nH]2)cc1	0.3%	i	-8.4	-6.9%	-11.9%	1.9%[50 µM]	7.7%	0.1	70	-11.4%	1.1	-7.4
COc1cc(/C=C/C(=O)N2CCCc3ccccc32)cc(OC)c1OC	2.4%	i	-0.7	-1.1%	10.1%	4.3%	0.3%	2.8	38	0.3%	6.8	-2.5
CS(=O)(=O)N(CC(=O)N1CCc2ccccc2C1)Cc1ccc(Cl)cc1	0.6%	i	4.8	-0.8%	-3.2%	0.2%	-4.8%	6.4	56	8.0%	-0.1	-8.7
CCOn1c(=O)c(-c2ccc(OC)c(OC)c2)[n+]([O-])c2ccccc21	5.6%	i	2.2	-16.0%	-4.5%	2.3%	-5.3%	-0.9	77	1.9%	8.3	20.9
CC1CC(C)CN(C(=O)CSc2nnc(-c3ccc(Cl)cc3)o2)C1 (centres undefined)	-1.8%	i	4.2	3.6%	-7.5%	-1.7%	-9.9%	-3.6	57	7.8%	13.2	2.6
O=C(OCC(=O)N1CCN(C(=O)c2ccco2)CC1)c1cc(=O)c2ccccc2o1	0.3%	i	-3.0	-1.6%	-1.1%	3.5%	13.8%	-0.1	53	-0.3%	-19.9	-3.1

Sorted by count of non-hydrogen atoms (lowest first): 3 of the compounds above
SMILES	RSV CPE inhibition	Autophagy HCS	Autophagy HCS cell loss 18 h	NS5 inhibitors	LYP inhibition	UTI89 phage lysis	AID2073	NTR1 agonist	NTR1 agonist cell count 20 µM	GPR35 arrestin U2OS	WT yeast gro inh	WT yeast gro inh mutant strain	others
CC1(N(O)C=C2C=CC(=O)C=C2)CCCCC1=O (centres undefined)	-0.5%	x	x	3.5%	0.7%	0.3%	-5.8%	0.7	51	4.7%	x	x
CCOCc1nc(C)c(Cl)c(NS(=O)(=O)c2ccc(N)cc2)n1	0.7%	i	13.9	15.6%	-6.0%	0.5%	-8.2%	-0.5	39	0.2%	x	x
O=S(=O)(c1ccc(Cl)cc1)N1CCN(S(=O)(=O)N2CCCCCC2)CC1	1.0%	i	15.6	3.0%	-6.4%	0.3%	2.2%	1.1	20	18.0%	-17.0	0.3

Next structures
SMILES	RSV CPE inhibition	Autophagy HCS	Autophagy HCS cell loss 18 h	NS5 inhibitors	LYP inhibition	UTI89 phage lysis	AID2073	NTR1 agonist	NTR1 agonist cell count 20 µM	GPR35 arrestin U2OS	WT yeast gro inh	WT yeast gro inh mutant strain	others
Cc1cccn2c(=O)c3cc(C(=O)O)n(C)c3nc12	-0.1%	i	0.7	-4.8%	-5.4%	0.4%[50 µM]	2.7%	0.4	37	-9.2%	-10.7	0.8
O=C(Nc1ccc(S(=O)(=O)N2CCOCC2)cc1)c1ccc(F)cc1	8.5%	x	x	-0.7%	-9.1%	0.0%	10.0%	0.8	52	5.6%	x	x	NS5 inhibitors pilot replicate=2.7
Cc1nn(Cc2ccccc2)c(C)c1NC(=O)CSc1nnc(-c2cc(Cl)ccc2O)n1C	-0.2%	i	-0.2	-4.9%	-2.8%	2.2%	5.8%	0.3	39	5.7%	11.3	-2.3
CCCC(C)NC(=O)c1cccc(Oc2ccccc2)c1 (centres undefined)	-0.4%	i	2.1	-8.6%	-3.1%	-0.7%	1.8%	3.6	42	-9.8%	15.7	-2.1
CC(C)Oc1ccc(C(=O)NC2CCSc3ccccc32)cc1 (centres undefined)	1.8%	x	x	-5.8%	-4.1%	1.0%[50 µM]	12.2%	0.3	54	20.9%	x	x
O=C(N/N=C/c1ccccc1OCc1ccccc1Cl)c1cccnc1	6.5%	i	-20.7	-4.8%	2.4%	0.3%	1.0%	4.0	44	4.8%	-1.9	-5.7
CC(=O)OCC(=O)c1ccc2ccn(C(C)=O)c2c1	1.0%	i	-2.6	-4.8%	-3.7%	-2.7%	20.7%	-0.1	75	8.5%	-3.6	-11.7
COc1ccc(N2CCN(C(=O)c3cn(C4CCCC4)c(=O)c4c3c3ccccc3n4C)CC2)cc1	3.5%	i	-4.0	4.0%	1.5%	-1.5%	-4.3%	7.4	53	-18.0%	3.7	-0.2
CCOc1ccc(CNC(=O)C2CCCN(S(=O)(=O)N3CC(C)CC(C)C3)C2)cc1OC (centres undefined)	0.7%	x	x	-6.2%	-12.7%	0.2%	2.8%	-0.3	62	-11.4%	x	x
Cc1ccc(S(=O)(=O)Cn2nnnc2CN2CCOCC2)cc1	-1.0%	i	-1.1	-2.1%	-4.4%	i	-0.4%	-0.4	58	7.9%	-2.6	-2.0
COc1cccc(-c2ccc3ncnc(NCc4cc(C)cs4)c3c2)c1	14.1%	x	x	0.0%	x	4.3%	x	0.1	42	x	x	x
CCCc1ccccc1OCCNC(C)=O	0.5%	i	-5.6	4.8%	1.8%	0.3%	4.9%	0.1	54	-6.3%	9.8	5.7
CN(C)c1nc(N)nc(Cn2nnc(-c3ccc(C(F)(F)F)cc3)n2)n1	5.1%	i	-2.3	3.0%	-6.6%	0.1%	25.6%	0.6	57	-7.8%	-1.8	8.4
CCNc1nc(NCC)nc(N/N=C/c2ccc(O)c(O)c2)n1	1.5%	i	3.9	-1.6%	-1.1%	1.0%	-10.3%	-0.4	48	8.6%	2.7	11.3
COc1cccc(-c2cc(C(=O)NCc3ccc(Cl)cc3)no2)c1	0.2%	i	-4.8	-2.4%	-1.5%	0.7%	-2.8%	0.3	47	-12.7%	3.9	-20.2
O=C(CN(C1CCCCC1)S(=O)(=O)c1ccc(Br)cc1)NCc1cccnc1	0.5%	i	10.2	-5.4%	-5.3%	-0.2%	5.0%	2.7	34	0.8%	1.6	14.2
Cc1ccc(NC(=O)N2CCCC2c2cccs2)cc1 (centres undefined)	0.5%	i	0.1	-8.7%	-5.9%	0.5%	3.8%	2.1	47	-2.5%	-9.0	-10.6
O=C(CCc1nnc2n(Cc3ccccc3)c(=O)c3ccccc3n12)NCCCN1CCCCC1	3.5%	x	x	-8.2%	-9.6%	0.2%	4.7%	0.0	47	0.9%	x	x
O=c1c2ccccc2nnn1COc1cccc(Cl)c1	2.9%	i	-4.8	-1.6%	5.6%	-0.1%	2.7%	0.8	47	-13.4%	-26.3	4.6
Cn1cncc1C#Cc1ccc2cc(CCCO)oc(=O)c2c1	0.5%	x	x	2.4%	x	-1.5%	x	1.6	51	x	x	x
CCOc1ccc(N2C(=O)CC(N3CCN(C(=O)CN4CCCC4)CC3)C2=O)cc1 (centres undefined)	-0.4%	i	10.1	-4.0%	-8.1%	1.1%	u	0.2	50	-5.5%	15.8	18.7
Cc1ccc(SCC(=O)OCC(=O)N(C)CC(=O)Nc2ccc(F)cc2)cc1C	-0.9%	x	x	-5.1%	x	0.0%[50 µM]	x	-0.7	59	x	x	x
CCc1ccc(-c2nnn(CCC#N)n2)cc1	-1.5%	i	21.7	-4.3%	-6.6%	-0.4%	-0.4%	1.4	36	-3.8%	-11.5	7.9
O=C(Cc1c(F)cccc1Cl)N/N=C/c1cccs1	2.1%	x	x	-2.6%	-3.9%	1.7%[50 µM]	14.9%	1.0	44	-8.2%	x	x
